# Compound activity deposited in PubChem by Sanford-Burnham Center for Chemical Genomics.
# UPR CHOP act = apoptotic UPR (CHOP) activation | CHO-CHOP luciferase reporter, luminescence; percent of tunicamycin response over DMSO baseline | activation, % at 10 µM | 330,000 tested, 0.34% active | AID 449763;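 active = at 10 µM dose, activation of 40% or more, normalized to positive control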;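 also: 100% = tunicamycin at 10 µg/mL and 0% = DMSO alone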
#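 Dosing – one dose, 10 µM in 0.5% DMSO · System – CHO-CHOP cells, stable luciferase reporter of PERK-eIF2a-CHOP signalling · Input – 500 cells/well · Control set – tunicamycin 10 µg/mL final as positive, DMSO-only wells as negative · Timing – 6 h compound treatment, 37 °C · Measure – % activation vs tunicamycin · Technique – luminescence read with Steady-Glo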
# Mdm2-MdmX inh = disrupts the human Mdm2-MdmX interaction. O15151+Q00987. AID 485346. SaOS-2 split-luciferase Mdm2/MdmX complementation, luminescence. 330,000 tested, 3% active. inhibition, % at 8 µM;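 active = inhibition of at least 50% at 8 µM in the primary screen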
# Target sequence (O15151 whole entry, looked up): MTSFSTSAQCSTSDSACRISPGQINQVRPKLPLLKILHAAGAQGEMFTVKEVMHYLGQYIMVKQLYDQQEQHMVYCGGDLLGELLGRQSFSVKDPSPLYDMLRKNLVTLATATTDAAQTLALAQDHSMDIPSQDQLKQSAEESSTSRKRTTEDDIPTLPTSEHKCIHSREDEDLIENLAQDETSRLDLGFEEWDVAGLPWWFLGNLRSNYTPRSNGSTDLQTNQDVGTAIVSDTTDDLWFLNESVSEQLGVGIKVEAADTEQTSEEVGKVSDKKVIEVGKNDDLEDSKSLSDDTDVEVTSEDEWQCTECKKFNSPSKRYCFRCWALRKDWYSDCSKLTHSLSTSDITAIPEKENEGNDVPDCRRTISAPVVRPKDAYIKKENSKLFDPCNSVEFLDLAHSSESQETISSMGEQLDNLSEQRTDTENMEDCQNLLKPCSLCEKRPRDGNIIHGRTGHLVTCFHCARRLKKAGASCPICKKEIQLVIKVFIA
# Target sequence (Q00987 whole entry, looked up): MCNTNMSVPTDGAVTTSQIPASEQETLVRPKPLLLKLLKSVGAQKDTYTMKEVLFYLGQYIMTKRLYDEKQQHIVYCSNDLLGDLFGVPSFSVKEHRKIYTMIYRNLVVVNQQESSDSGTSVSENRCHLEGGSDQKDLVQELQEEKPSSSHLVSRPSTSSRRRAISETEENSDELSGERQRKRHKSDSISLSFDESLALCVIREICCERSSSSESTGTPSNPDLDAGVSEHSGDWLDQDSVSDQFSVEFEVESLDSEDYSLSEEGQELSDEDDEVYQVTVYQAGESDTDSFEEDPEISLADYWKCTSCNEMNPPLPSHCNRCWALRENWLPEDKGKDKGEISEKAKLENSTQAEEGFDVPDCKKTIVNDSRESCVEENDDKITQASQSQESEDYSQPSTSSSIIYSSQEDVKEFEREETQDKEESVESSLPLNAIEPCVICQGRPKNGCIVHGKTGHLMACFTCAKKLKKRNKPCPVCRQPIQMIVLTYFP
# APJ antag = blocks the human apelin receptor APJ. CHO-K1 APJ beta-arrestin complementation, luminescence. AID 2521. P35414. inhibition, % at 20 µM. 330,000 tested, 0.32% active;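 active = inhibition above about 40% at 20 µM, limit read from the data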;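 also: cells challenged with 10 nM apelin-13 agonist together with compound; plate controls were apelin-13 plus DMSO wells for no effect and DMSO wells lacking apelin-13 for full effect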
# 697 NFkB inh = inhibitors of the PMA/ionomycin-induced NF-kB reporter in 697 B cells; 697 B-cell NF-kB luciferase reporter, 16 h; inhibition, % at 4 µM; 330,000 tested, 0.33% active; AID 435022; in the data active = inhibition above about 35%
# tim23-1 inh = growth inhibitors of tim23-1 mutant yeast. 330,000 tested, 1.3% active. AID 463212. inhibition, % at 20 µM. S. cerevisiae tim23-1 growth, BacTiter-Glo luminescence, 24 h;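 active = growth inhibition of the mutant yeast at or above 50%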;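 also: temperature-sensitive mutant grown at 25 °C; plate controls were DMSO-treated mutant yeast for no effect and medium wells lacking yeast for full effect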
# Jurkat NFkB inh = lowers PMA/ionomycin-induced NF-kB signal in Jurkat cells; inhibition, % at 4 µM; PMA/ionomycin-induced NF-kB luciferase reporter, luminescence; 330,000 tested, 0.53% active; in the data active = inhibition above about 50%
# APJ agonist = APJ receptor agonism; CHO-K1 APJ PathHunter beta-arrestin, luminescence; 0% DMSO wells, 100% apelin; activation, % at 20 µM; 330,000 tested, 0.11% active; AID 2520;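 active = activation more than six SD over the plate average, tested at 20 µM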;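 also: 0% = DMSO alone and 100% = apelin-13 at 10 nM; some results filed as inactive read as strong as hits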
#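 system = engineered CHO-K1 APJ arrestin reporter cells | input = 1000 cells per well | timing = overnight seeding, 90 min compound at 25 °C, 1 h detection | measured by = enzyme-fragment complementation luminescence | read-out = beta-arrestin recruitment to APJ as agonist activity, luminescent signal | control set = negative DMSO alone, positive Apelin-13 at 10 nM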
# UPR XBP1 act = adaptive UPR (XBP1) activation; CHO-XBP1 luciferase reporter, IRE1-XBP1 UPR activation, luminescence; percent of tunicamycin response, DMSO as zero; activation, % at 20 µM; 330,000 tested, 0.33% active;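 active = versus positive control, 20 µM dose yields 30% or more activation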;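 also: 100% = tunicamycin at 10 µg/mL and 0% = DMSO only wells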
#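 Material: CHO-XBP1 cells stably carrying IRE1-XBP1-driven luciferase reporter / Amount: 1000 cells per well / Compound: 20 µM, 1% DMSO / Times: 6 h treatment, 37 °C / Detection: luciferase luminescence / Measure: % activation of reporter signal versus tunicamycin and DMSO controls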
# An asterisk follows results filed as active. No enrichment for hits. Share with any hit: about 5%.
mol	UPR CHOP act	Mdm2-MdmX inh	APJ antag	697 NFkB inh	tim23-1 inh	Jurkat NFkB inh	APJ agonist	UPR XBP1 act
O=C(CSc1nc2[nH]ncc2c(=O)n1-c1ccc(Cl)c(Cl)c1)NCc1ccccc1Cl	0.7	26	2	-11	17	-2	0	-3
COc1ccccc1/C=C/C=N/n1c(C2CCCCC2)n[nH]c1=S	2.0	17	17	-24	30	7	3	3
Cc1ccc2c(CN3CCOCC3)cc(=O)oc2c1	0.8	25	20	4	1	9	-2	1
CCN1C(=O)[C@@H]2[C@@H](c3ccc(-c4ccccc4)cc3)N3CCCC[C@@]3(C(=O)OC)[C@@H]2C1=O	0.3	10	21	23	14	16	-3	-1
O=C(NCCCN1CCOCC1)C1Cc2c(ccc3ccccc23)O1 (stereo not drawn)	3.0	3	6	0	6	0	0	-1
O=C(Nc1ccc([N+](=O)[O-])cc1)Nc1cnccn1	-0.4	35	-13	-6	-6	-3	1	-2
CC(=C\c1ccco1)/C=C1/SC(=S)N(CC(=O)O)C1=O	-2.7	12	-5	10	10	-2	-4	-3
C=CCn1c(=O)/c(=C2/Sc3ccccc3N2CC)s/c1=C1/C(=O)NN=C1C	0.0	22	25	4	-2	9	-2	-1
CC(C)N1CCc2c(sc(NC(=O)C3CCCCC3)c2C(N)=O)C1	0.2	30	12	1	-1	-17	-5	-3
COc1ccc(OC)c(S(=O)(=O)NC2CCSc3ccccc32)c1 (stereo not drawn)	0.3	13	-13	-3	20	-13	-1	1

# (further entries)
mol	UPR CHOP act	Mdm2-MdmX inh	APJ antag	697 NFkB inh	tim23-1 inh	Jurkat NFkB inh	APJ agonist	UPR XBP1 act
COc1cc(CC(=O)N/N=C/c2ccc([N+](=O)[O-])cc2)c([N+](=O)[O-])cc1OC	-1.5	-7	-38	-2	-32	-10	5	2
COc1ccccc1C(=O)N(Cc1sccc1C)C1CCS(=O)(=O)C1 (stereo not drawn)	1.0	-7	-11	14	21	14	-3	-5
O=C(CNC(=O)c1ccccn1)N=Nc1c(O)[nH]c2ccccc12	4.3	-3	11	1	-9	-20	2	6
COC(=O)c1ccc(OCC(=O)NC(C)(C)C)cc1	-0.6	-4	-6	-2	-4	-24	1	-1
O=C(NCCc1c[nH]c2ccccc12)C(=O)Nc1ccccc1	2.8	-12	-5	-24	3	-7	-5	0
COc1ccc(-c2c(-c3ccccc3OC)oc3ccccc23)cn1	1.2	27	-2	1	26	-14	-3	0
C/C(=C\c1ccco1)CN1CCN(Cc2ccc(C)o2)C(CCO)C1 (stereo not drawn)	0.0	-27	-16	8	-1	5	-6	1
CC(C)c1ccc(OCC(=O)N2CCN(c3ccccn3)CC2)c(Br)c1	-0.9	16	9	23	46	9	-5	-1
CN(C)CCCNC(NC(=O)/C=C/c1ccccc1)C(Cl)(Cl)Cl (stereo not drawn)	0.3	15	16	-24	-5	4	0	-1
COc1ccc(NC(=O)COC(=O)CNC(=O)C2CCCCC2)cc1	-1.7	19	9	-2	-1	3	-6	1

# The list continues:
mol	UPR CHOP act	Mdm2-MdmX inh	APJ antag	697 NFkB inh	tim23-1 inh	Jurkat NFkB inh	APJ agonist	UPR XBP1 act
Cc1ccc(CNC(=O)[C@]2(C)CCC[C@@]3(C)C4CC[C@@]5(C)C[C@]4(CCC32)CC5=O)cc1 (stereo partly drawn)	2.1	31	9	-5	6	11	-1	-3
Nc1nc(SCC(=O)c2ccc(Oc3ccccc3)cc2)n[nH]1	0.0	-15	-11	-8	3	-19	0	4
O=C(Nc1ccc(O)cc1)c1ccc2c(c1)C(=O)N(Cc1cccnc1)C2=O	3.8	16	8	11	-1	10	6	-3
COc1ccccc1NC(=O)/C(=C/c1ccncc1)NC(=O)c1ccccc1	0.5	24	11	-6	9	7	-2	4
O=C(COC(=O)c1ccc(F)cc1)Nc1nc2ccc([N+](=O)[O-])cc2s1	1.8	22	-19	3	-1	-2	-3	0
O=C(CC1C(=O)NCCN1Cc1ccc(F)c(F)c1)NCCCn1ccnc1 (stereo not drawn)	-2.4	12	-4	9	9	-26	0	-2
Cc1ccc(-c2csc3ncnc(NCCC(=O)O)c23)cc1C	1.6	13	5	8	6	-3	-2	0
Cc1ccc2c(c1)C(=O)CC1(CCCCCC1)O2	-1.3	16	20	17	1	13	-3	2
CCc1nnc(NS(=O)(=O)c2ccc(NC(=O)/C=C/c3ccccc3Cl)cc2)s1	-0.6	24	13	5	18	2	-1	-3
NS(=O)(=O)c1ccc(CCNC(=O)c2cc(-c3ccco3)nc3ccccc23)cc1	1.6	-5	16	29	7	-1	-1	0

# A second format for some results above.
# Screens in order: UPR CHOP act, Mdm2-MdmX inh, APJ antag, 697 NFkB inh, tim23-1 inh, Jurkat NFkB inh, APJ agonist, UPR XBP1 act
- COc1ccccc1C(=O)N(Cc1sccc1C)C1CCS(=O)(=O)C1 (stereo not drawn)
→ 1.0, -7, -11, 14, 21, 14, -3, -5
- O=C(CNC(=O)c1ccccn1)N=Nc1c(O)[nH]c2ccccc12
→ 4.3, -3, 11, 1, -9, -20, 2, 6
- COC(=O)c1ccc(OCC(=O)NC(C)(C)C)cc1
→ -0.6, -4, -6, -2, -4, -24, 1, -1
- O=C(NCCc1c[nH]c2ccccc12)C(=O)Nc1ccccc1
→ 2.8, -12, -5, -24, 3, -7, -5, 0
- COc1ccc(-c2c(-c3ccccc3OC)oc3ccccc23)cn1
→ 1.2, 27, -2, 1, 26, -14, -3, 0
- C/C(=C\c1ccco1)CN1CCN(Cc2ccc(C)o2)C(CCO)C1 (stereo not drawn)
→ 0.0, -27, -16, 8, -1, 5, -6, 1
- CC(C)c1ccc(OCC(=O)N2CCN(c3ccccn3)CC2)c(Br)c1
→ -0.9, 16, 9, 23, 46, 9, -5, -1
- CN(C)CCCNC(NC(=O)/C=C/c1ccccc1)C(Cl)(Cl)Cl (stereo not drawn)
→ 0.3, 15, 16, -24, -5, 4, 0, -1
- COc1ccc(NC(=O)COC(=O)CNC(=O)C2CCCCC2)cc1
→ -1.7, 19, 9, -2, -1, 3, -6, 1
- Cc1ccc(CNC(=O)[C@]2(C)CCC[C@@]3(C)C4CC[C@@]5(C)C[C@]4(CCC32)CC5=O)cc1 (stereo partly drawn)
→ 2.1, 31, 9, -5, 6, 11, -1, -3
- Nc1nc(SCC(=O)c2ccc(Oc3ccccc3)cc2)n[nH]1
→ 0.0, -15, -11, -8, 3, -19, 0, 4
- O=C(Nc1ccc(O)cc1)c1ccc2c(c1)C(=O)N(Cc1cccnc1)C2=O
→ 3.8, 16, 8, 11, -1, 10, 6, -3
- COc1ccccc1NC(=O)/C(=C/c1ccncc1)NC(=O)c1ccccc1
→ 0.5, 24, 11, -6, 9, 7, -2, 4
- O=C(COC(=O)c1ccc(F)cc1)Nc1nc2ccc([N+](=O)[O-])cc2s1
→ 1.8, 22, -19, 3, -1, -2, -3, 0
- O=C(CC1C(=O)NCCN1Cc1ccc(F)c(F)c1)NCCCn1ccnc1 (stereo not drawn)
→ -2.4, 12, -4, 9, 9, -26, 0, -2
- Cc1ccc(-c2csc3ncnc(NCCC(=O)O)c23)cc1C
→ 1.6, 13, 5, 8, 6, -3, -2, 0

# More records.
mol	UPR CHOP act	Mdm2-MdmX inh	APJ antag	697 NFkB inh	tim23-1 inh	Jurkat NFkB inh	APJ agonist	UPR XBP1 act
CCOc1cc2[nH]c(=O)n(CCC(=O)N3CCN(c4ccccc4OC)CC3)c(=O)c2cc1OCC	0.7	-9	-3	-3	7	-1	-2	1
CC1(C)Cc2noc(N)c2C(C)(C)N1OC(=O)c1ccco1	-1.1	15	-1	-1	14	9	-3	0
Cc1cccc(-n2cnc(C(=O)NNC(=S)Nc3ccc(Cl)cc3)c2)n1	-2.1	22	12	16	-13	4	-2	-2
Cn1c(N)c(C(=O)COC(=O)CCC2CCCC2)c(=O)n(C)c1=O	0.3	-4	8	-14	21	-12	-1	-1
Cc1csc(=O)n1CC(=O)OCc1nnc(-c2ccc(Cl)cc2)o1	0.5	11	3	11	-3	8	-3	-1
CCOc1cccc(-c2c(C(=O)N/N=C/c3sccc3C)nnn2-c2nonc2N)c1	-2.5	17	12	-6	22	7	3	-5
COc1c(F)c(F)c(C(=O)Nc2ccc(-c3nc4ccccc4[nH]3)cc2)c(F)c1F	0.8	15	6	-37	-6	-27	-4	-1
C=CCn1c(C)csc1=Nc1ccc(C(=O)O)cc1	2.5	-18	8	-10	6	-4	-4	-1
CC(NC(=O)COC(=O)c1ccc(CO)cc1)C1CC2CCC1C2 (stereo not drawn)	-1.9	5	12	1	8	-1	-2	-2
CCOC(=O)N1CCN(C(=O)c2cnc(Nc3ccccc3OC)c3ccccc23)CC1	1.5	-43	-15	-1	30	1	0	-1

# The listing continues:
mol	UPR CHOP act	Mdm2-MdmX inh	APJ antag	697 NFkB inh	tim23-1 inh	Jurkat NFkB inh	APJ agonist	UPR XBP1 act
COc1ccc(NC(=S)N2CCN(C(=O)C3CCCO3)CC2)c(OC)c1 (stereo not drawn)	-0.6	-7	10	-5	21	-8	-3	-2
CC(=O)N1CCc2cc(S(=O)(=O)NC(C(=O)N3CCN(c4ccccc4F)CC3)C(C)C)ccc21 (stereo not drawn)	-0.4	15	-9	15	12	-14	-1	-1
O=[N+]([O-])c1ccc(N2CCN(C(=S)NC3CCCCC3)CC2)cc1	6.9	25	11	-28	36	28	-2	-4
CC(=O)Nc1ccc2c(c1)C(=O)c1ccccc1C2=O	2.0	-109	-50	-125	3	-122	-1	-1
CCOC(=O)c1cccc(OC(=O)CCNC(=O)c2ccc(Cl)cc2)c1	4.4	-4	-9	7	57*	-2	-6	3
CCCCOC(=O)c1ccc(NC(=O)CSc2nncn2C)cc1	2.9	4	-1	-12	14	-10	0	1
Oc1ccccc1C1N=C(c2ccccc2)NC(c2ccccc2)=N1	-2.9	8	-5	-21	30	4	-2	1
COc1ccc(C(C(=O)NCC2CCCO2)N(Cc2ccco2)C(=O)c2snc(C(N)=O)c2N)cc1OC (stereo not drawn)	1.2	15	12	1	-1	9	-2	-4
CC1(C(=O)N(CC(=O)NC2CCCC2)Cc2ccco2)CC(=O)N=C2C=CC=CN21 (stereo not drawn)	1.5	2	7	10	22	-7	1	0
CCN=C(NCC)SC1CC(=O)N(c2cccc(OCC)c2)C1=O (stereo not drawn)	2.2	-15	-8	6	8	11	0	-5

# The listing continues:
mol	UPR CHOP act	Mdm2-MdmX inh	APJ antag	697 NFkB inh	tim23-1 inh	Jurkat NFkB inh	APJ agonist	UPR XBP1 act
CCc1ccc(OCC(=O)Nc2cccc3nsnc23)cc1	-0.9	-19	11	16	8	3	-2	0
Cn1c(NCCCO)nc2c(c1=O)C1(CCCCC1)Cc1ccccc1-2	0.2	-19	9	-2	50	-11	-2	-1
COc1ccc(S(=O)(=O)N2CCCCC2)cc1NC(=O)CSc1nccn1C	-1.8	12	2	-6	16	2	-3	3
COc1ccccc1C(CNC(=O)CNC(=O)c1ccc(Cl)c(Cl)c1)N1CCCC1 (stereo not drawn)	1.1	-14	-16	10	8	5	-5	-3
CCOC(=O)c1[nH]c(C)c(C(=O)NCc2ccc(C)cc2)c1C	-0.7	-17	11	5	21	1	-4	-1
O=C(Cc1ccccc1)N/N=C/c1ccc(OCC(=O)Nc2ccccc2)cc1	-0.2	14	-5	25	-3	-24	9	0
